Bioassay records: PubChem, National Center for Advancing Translational Sciences (NCATS)
GLP1R inv ag: acts as inverse agonist at human GLP-1 receptor; HEK293 GLP-1R CRE-luciferase, luminescence, 24 h; GLP-1R form is constitutively active; Potency, µM (series often up to 38.3 µM), without a hit: at the highest dose activity change, negative = inhibition, usual class: inhibitors; 410,000 tested, 1.6% active; AID 624417; note: potency is the fitted concentration of half-maximal effect; % is set by controls: 0 for no effect and ±100 for the full control effect; nearly all actives have a fitted effect of over 55% in size
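Readout was luciferase luminescence, measured 12 min after detection reagent at room temperature. Beforehand, GLP-1R reporter HEK293 cells had sat 12 h, then received compounds for 24 hr at 37 deg C.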
DRD3 agonist: agonists of human D3 dopamine receptor; P35462; D3R DiscoveRx beta-arrestin cells, luminescence, 90 min; max activation, %; 410,000 tested, 0.58% active; in the data active = max activation above about 30%; note: 0% is about no effect; mostly tested at two doses, the higher about 12 µM
Target sequence (P35462 whole entry, looked up): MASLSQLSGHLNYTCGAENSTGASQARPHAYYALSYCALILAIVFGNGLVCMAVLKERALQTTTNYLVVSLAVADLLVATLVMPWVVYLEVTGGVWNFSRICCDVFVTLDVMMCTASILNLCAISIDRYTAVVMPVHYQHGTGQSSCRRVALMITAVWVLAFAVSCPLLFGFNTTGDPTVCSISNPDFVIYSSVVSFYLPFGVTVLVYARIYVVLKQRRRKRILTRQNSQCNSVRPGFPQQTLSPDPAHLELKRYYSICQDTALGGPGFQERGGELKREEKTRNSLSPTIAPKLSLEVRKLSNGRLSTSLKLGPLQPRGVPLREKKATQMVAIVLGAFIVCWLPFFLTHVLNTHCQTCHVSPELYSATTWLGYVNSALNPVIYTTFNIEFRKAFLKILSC
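Cells at 1500/well, incubated overnight, then treated with pinned compounds (dopamine as control) for 90 min at 37 degrees C. DiscoveRx reagent added for 30 - 60 minutes at room temperature; luminescence read.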
GLP1R cytotox: cytotoxicity counter-screen for GLP-1 receptor inverse agonists; HEK293 cAMP-luciferase reporter cells, luminescence, 24 h; Potency, µM (titrated, usually from 38.3 µM), for inactives: at the highest dose activity change, negative = inhibition, hits mostly inhibitors; 410,000 tested, 0.13% active; AID 624418;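 note: loss of luciferase light is scored as toxicity; potency is the fitted concentration of half-maximal effect; % is set by controls: 0 for no effect and ±100 for the full control effect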
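Luminescence readout: signal drop marks cytotoxicity. Plated cells grew 12 h at 37 °C, 5% CO2, received 23 nL compound for 24 h, then got luciferase reagent, read after 12 min at RT.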
DRD3 antagonist: blocks the human D3 dopamine receptor. P35462. AID 652054. 360,000 tested, 2.5% active. max response, negative = inhibition, %. D3R cells, DiscoveRx beta-arrestin luminescence, antagonist mode; hits give low values; in the data active = max response below about -50%; inconclusive = no clear call, values can overlap the other calls; note: % is set by controls: 0 for no effect and ±100 for the full control effect; mostly tested at two doses, the higher about 12 µM
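Cells plated overnight at 1500 cells/well, then exposed to library compounds with dopamine controls for 90 minutes at 37 degrees C. DiscoveRx reagent added for 30–60 minutes at room temperature; luminescence read, quantitative HTS format.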
GLP-1R agonist: GLP-1 receptor (human) agonism | AID 624172 | HEK293 GLP-1R CRE-luciferase, luminescence, 4-6 h; cells express a hypersensitive GLP-1R form | 380,000 tested, 0.007% active | Potency, µM (titrated, usually from 45.6 µM), inactives show at the top dose activation, hits mostly activators; note: potency is the fitted concentration of half-maximal effect; % of control where 0% means no effect
WRN helicase inh: WRN helicase (human) inhibition. 360,000 tested, 0.46% active. WRN helicase unwinding, fluorescent forked duplex, kinetic. Potency, µM (titrated, usually from 114 µM), for the others: top-dose activity change, negative = inhibition, usual class: inhibitors. Q14191; note: potency is the fitted concentration of half-maximal effect; % is set by controls: 0 for no effect and ±100 for the full control effect; nearly all actives have a fitted effect of over 55% in size
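Kinetic red-fluorescence monitoring (525/598 nm) tracks WRN helicase activity after 100 nM fluorophore-quencher forked duplex and 2 mM ATP are added to 20 nM enzyme pretreated 15 min at room temperature with compound.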
PI5P4Ka inh: blocks human PI5P4K alpha kinase activity | P48426 | max response, % | 330,000 tested, 1.2% active | PI5P4Kalpha enzyme, ADP-Glo luminescence, 60 min; hits give low values; active = max response of -50% or lower; inconclusive = between -30% and -50%; inactive = -30% or higher; note: value at the top dose of about 77 µM; % is set by controls: 0 for no effect and ±100 for the full control effect
Target sequence (P48426 whole entry, looked up): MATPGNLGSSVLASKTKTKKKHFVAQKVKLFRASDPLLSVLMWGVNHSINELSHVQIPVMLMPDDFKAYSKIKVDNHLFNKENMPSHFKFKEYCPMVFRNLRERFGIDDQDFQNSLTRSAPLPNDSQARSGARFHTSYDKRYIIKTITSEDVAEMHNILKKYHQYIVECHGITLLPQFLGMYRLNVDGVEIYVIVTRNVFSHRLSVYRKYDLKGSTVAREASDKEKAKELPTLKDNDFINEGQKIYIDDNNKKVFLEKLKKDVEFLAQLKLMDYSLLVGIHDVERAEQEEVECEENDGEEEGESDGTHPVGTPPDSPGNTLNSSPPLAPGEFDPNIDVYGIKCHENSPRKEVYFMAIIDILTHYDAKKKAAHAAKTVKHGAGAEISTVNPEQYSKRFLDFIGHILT
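ADP-Glo luminescence end-point read after a 60 min room-temperature kinase reaction of PI5P4Kalpha plus substrate, initiated with ATP at 5 microM final. Buffer: 0.038 M HEPES pH 7.4, EGTA, 0.1% CHAPS, 5% DMSO.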
IL2 activator: activators of IL-2. IL-2 activation reporter assay, cell-based qHTS; stimulated with anti-CD3/CD4/CD28 beads; in transgenic mouse T cells. activation, % (series mostly up to about 46 µM). 360,000 tested, 0.065% active; in the data active = activation above about 50%; inconclusive = mostly about 30% to 49%; note: 0% is about no effect
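Screening format: compound pinned onto unstimulated transgenic mouse T cells, 60 min incubation, then anti-CD3/anti-CD4/anti-CD28 bead stimulation for 18 hours at 37 degrees C, followed by EGFP and DsRed detection.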
PLK1 PBD block: PLK1 (human) polo-box domain binding inhibition | P53350 | Plk1 PBD binding of FITC phosphopeptide, fluorescence polarization | Potency, µM, without a hit: max response, negative = inhibition, usual class: inhibitors | 360,000 tested, 2.8% active | AID 720504; note: potency is the fitted concentration of half-maximal effect; series mostly up to about 57 µM; % is set by controls: 0 for no effect and ±100 for the full control effect; nearly all actives have a fitted effect of over 65% in size
Starred values were filed as active, the others as inactive; ? = inconclusive; · = not tested or not shown; & = joins results of further samples; [ ] = another dose, or the depositor's remark. Unless noted, calls come from the whole dose curve; as a rule, active = well fitted curve in the direction sought with a large enough effect; inconclusive = small, poorly fitted or top-dose-only effect, or another doubt; inactive = no such curve, though single readings can be large; an effect the other way counts as inactive or inconclusive.

The line under a structure holds: GLP1R inv ag | DRD3 agonist | GLP1R cytotox | DRD3 antagonist | GLP-1R agonist | WRN helicase inh | PI5P4Ka inh | IL2 activator | PLK1 PBD block
1	CC(=O)c1c(O)cc2c3c1OC(C)(C)C1CCC(C)(CC31)O2 (centres undefined)
  ? | 12.7 | -0.9% | 87.4 | 1.0% | -2.5% | 4.6 | -2.3 | 1.0%
2	O=C1NC(=S)NC(=O)C1=Cc1ccc(OCC(=O)N2CCCC2)cc1
  15.6% | -1.7 | -7.3% | -6.2 | -2.7% | -7.4% | -53.8* | -3.2 | 15µM*
3	CCOC(=O)C1C(=O)NC2(C)CC1c1cc(OC)ccc1O2 (centres undefined)
  0.0% | 2.0 | 3.7% | 17.7 | 0.7% | 1.5% | · | 2.5 | 0.8%
4	COC(=O)C1=C(C)N(Cc2ccccc2)C(=NCC(C)C)N[C@H]1c1cccc(C(F)(F)F)c1
  ? | 3.0 | ? | 5.2 | 1.0% | -4.3% | 7.9 | -0.7 | -3.8%
5	COc1ccccc1N1CCN(Cc2cccc(OC)c2O)CC1
  16.2% | -10.3 | -12.1% | -101.4* | -0.5% | 6.7% | -0.8 | 0.0 | ?
6	CC(C)(C)NC(=S)N1CCn2cccc2C1c1cccnc1 (centres undefined)
  -1.8% | 0.8 | -2.3% | 14.5 | 0.3% | -3.9% | -0.9 | 1.1 | -5.2%
7	COC(=O)C1=C(N)Oc2c(c(=O)oc3ccccc23)C1c1cccnc1 (centres undefined)
  3.5% | -0.4 | 6.9% | 21.5 | -0.7% | 4.8% | 1.2 | 0.8 | -0.9%
8	C=CCN1C(=O)NC(=O)/C(=C/c2ccc(OCC(=O)Nc3ccc(C)cc3)cc2)C1=O
  8.2% | 0.6 | -0.3% | -2.4 | 0.0% | -8.4% | -72.6* | -1.0 | 8.44µM*
9	CC1=CC(=C2C(=O)NC(=S)NC2=O)C=C(C(F)(F)F)N1Cc1ccccc1
  ? | -6.2 | ? | 5.4 | 4.1% | 3.0% | -13.8 | -0.9 | -2.5%
10	CCc1sc(C(=O)N2CCC3(CC2)OCCO3)cc1Br
  0.0% | 21.1 | -7.7% | -26.5 | -4.1% | 6.9% | · | -1.9 | -5.1%
11	Nc1c2c(nc3ccccc13)CCN(Cc1ccccc1)C2
  0.7% | -5.6 | 152.4%[activator] | -8.7 | -7.5% | -2.4% | -12.0 | 1.0 | ?
12	COC(=O)C1=C(c2ccc(-c3ccccc3)c(F)c2)C[C@@H]2CC[C@H]1N2C(=O)N1CCCCC1
  11.2µM* | -19.8 | 2.0% | -22.9 | 6.0% | -5.2% | -1.7 | -0.6 | -2.2%
13	c1ccc(C2OCCN3CCCCC23)cc1 (centres undefined)
  6.8% | 4.7 | -2.0% | 42.5 | 1.1% | 4.2% | 5.3 | -4.2 | 2.2%
14	Cc1cc(/C=C2\C(=O)NC(=O)N(c3ccc(Cl)cc3)C2=O)c(C)n1-c1sc2c(c1C#N)CCCC2
  ? | -1.8 | -3.9% | 14.6 | -6.4% | ? | -56.9* | -1.8 | 1.19µM*
15	C=CP(=O)(O)c1ccccc1
  4.4% | 2.5 | 12.0% | -10.4 | -10.6% | -6.2% | -6.1 | -2.1 | 4.6%

3 entries picked at random from the list so far:
The line under a structure holds: GLP1R inv ag | DRD3 agonist | GLP1R cytotox | DRD3 antagonist | GLP-1R agonist | WRN helicase inh | PI5P4Ka inh | IL2 activator | PLK1 PBD block
2	O=C1NC(=S)NC(=O)C1=Cc1ccc(OCC(=O)N2CCCC2)cc1
  15.6% | -1.7 | -7.3% | -6.2 | -2.7% | -7.4% | -53.8* | -3.2 | 15µM*
10	CCc1sc(C(=O)N2CCC3(CC2)OCCO3)cc1Br
  0.0% | 21.1 | -7.7% | -26.5 | -4.1% | 6.9% | · | -1.9 | -5.1%
7	COC(=O)C1=C(N)Oc2c(c(=O)oc3ccccc23)C1c1cccnc1 (centres undefined)
  3.5% | -0.4 | 6.9% | 21.5 | -0.7% | 4.8% | 1.2 | 0.8 | -0.9%

New compounds follow.
The line under a structure holds: GLP1R inv ag | DRD3 agonist | GLP1R cytotox | DRD3 antagonist | GLP-1R agonist | WRN helicase inh | PI5P4Ka inh | IL2 activator | PLK1 PBD block
16	CCC12CN3CC(CC)(CN(C1)C3c1cccnc1)C2=O (centres undefined)
  -1.8% | 6.5 | -7.9% | 11.2 | -12.0% | -4.8% | 2.4 | -0.2 | 31.5%[activator]
17	CCc1ccc(CN2CCN(C(=O)Cc3ccccc3)CC2)cc1
  ? | -2.4 | -0.6% | -7.3 | 10.5% | -20.1% | -1.7 | 0.5 | 3.6%
18	O=C1NC[C@H](CCCCN2C[C@@H](Cc3ccccc3)N(CCC3CCCCC3)C(=O)C2=O)N(CCC2CCCCC2)C1=O
  22.3% | -6.6 | 4.7% | -15.1 | -30.2%[inhibitor] | -7.4% | -4.1 | -0.2 | -4.8%
19	CCN(CC)c1ccc(C=C2C(=O)NC(=S)NC2=O)cc1
  -31.6% | 3.0 | 21.3% | 1.0 | -10.8% | -16.5% | -62.5* | -0.8 | 2.67µM*
20	N[C@H](CO)Cc1ccccc1
  -4.6% | -12.3 | -4.4% | -22.5 | -2.7% | -2.7% | 7.4 | 0.4 | -8.2%
21	COc1ccc(-c2nn(CCC#N)cc2C(=O)O)cc1
  -1.0% | 6.0 | 0.5% | 3.6 | -1.2% | 0.8% | -0.4 | -0.2 | -2.5%
22	O=c1[nH]c(=S)n(Cc2ccc(F)cc2)c(O)c1C=NCCCn1ccnc1
  -27.4% | -30.2 | -18.3% | 6.1 | 8.2% | 9.2% | 2.2 | 2.3 | -9.5%
23	CCc1ccccc1NC(=O)CN1CCN(C(=O)COc2ccccc2C#N)CC1
  7.8% | 2.4 | 5.6% | 7.1 | 10.3% | 0.8% | 2.8 | 1.6 | -5.2%
24	CCOC(=O)c1c(C)[nH]c(C(=O)C(C)N2CCCC2)c1C (centres undefined)
  -19.4% | -10.5 | 9.3% | ? | 6.9% | 4.7% | -2.1 | -1.9 | -1.7%
25	C=CCN1C(=O)NC(=O)/C(=C\c2ccc(-c3ccccc3[N+](=O)[O-])o2)C1=O
  -16.8% | -2.3 | ? | 3.4 | 2.5% | ? | -53.0* | -3.9 | 1.5µM*
26	NS(=O)(=O)c1nc[nH]c1[N+](=O)[O-]
  4.0% | 5.7 | -5.8% | -6.8 | -0.1% | -0.6% | -8.8 | -0.2 | -7.1%
27	CCC1(CC)C(=O)NC(=NCCc2c[nH]c3ccccc23)NC1=O
  0.1% | -3.9 | -0.2% | 16.4 | -10.6% | 0.6% | · | -3.3 | -1.5%
28	CCNc1ccc(P(=S)(N(C)C)N(C)C)cc1
  0.0% | -9.6 | 7.6% | -16.4 | 2.5% | -13.7% | · | -2.5 | -1.7%
29	O=c1c2ccc(Cl)cc2[nH]c(=S)n1-c1cccnc1
  -2.0%[7.66 µM] | -8.6 | ? | -17.4 | -1.7% | 0.0% | -4.7 | 0.3 | 1.5%
30	CC(=O)n1c(Cl)c(NC(=O)CCl)c2ccccc21
  ? | -2.0 | ? | -21.5 | -0.1% | -4.8% | · | -2.9 | -6.7%
31	CC(=NCCCn1ccnc1)c1c(O)n(-c2ccccc2)c(=O)[nH]c1=O
  1.0% | -13.5 | -11.1% | 1.4 | -3.2% | 6.7% | 3.1 | -1.8 | 2.4%
32	CCCCn1c(=O)c(C(=O)NCc2ccccc2Cl)c(O)c2ccccc21
  1.1% | 7.9 | -1.6% | 41.5 | -3.2% | -2.3% | 18.5 | 0.2 | -9.7%
33	Cc1ccc(S(=O)(=O)NC(Cc2cnc[nH]2)C(=O)O)cc1 (centres undefined)
  -1.0% | 0.4 | -13.5% | 4.3 | -2.6% | 2.8% | -6.5 | 0.6 | 1.1%
34	C[C@@H]1CN([C@H](C)CO)C(=O)c2c(c3ccccc3n2C)-c2ccccc2CO[C@@H]1CN(C)Cc1ccc(O)cc1
  ? | 4.4 | ? | 1.2 | -8.0% | -8.9% | -1.8 | -3.1 | 0.6%
35	CCN(CC)CCN1Cc2ccccc2C1=N
  11.1% | -10.4 | 16.8%[1.53 µM] | -15.9 | 1.1% | -33.8%[57.1 µM] | -9.5 | 0.5 | 1.6%
36	CC(C)[C@H]1C(=O)N2CCC[C@H]2[C@]2(O)O[C@](NC(=O)[C@@H]3C=C4c5cccc6[nH]cc(c56)C[C@H]4N(C)C3)(C(C)C)C(=O)N12
  24.0% | 10.1 | 13.4% | 0.0 | 17.7% | -6.2% | -27.7 | 0.8 | ?
37	C[N+]1(C)CCc2cc3c(cc2[C@H]1[C@@H]1OC(=O)c2c1ccc1c2OCO1)OCO3
  0.7%&4.9% | -3.7&3.3 | 1.3%&1.0% | -18.9&0.0 | -3.9%&-0.8% | 5.6%&-6.4% | ? | 1.3&-0.3 | -2.4%
38	CCOC(=O)c1[nH]c2ccc(OC)cc2c1NC(=S)N1CCN(c2ccccc2OC)CC1
  ? | 3.9 | ? | 11.3 | 0.9% | 2.3% | -3.7 | -3.6 | -4.0%
39	Cc1[nH]c2ccc(OC(F)(F)F)cc2c1CCNCc1ccc(Cl)cc1
  3.98µM* | -1.8 | ? | -25.2 | 5.4% | -1.1% | 17.3 | -0.5 | -14.5%
40	CCOC(=O)c1cncn1C(C)c1ccccc1 (centres undefined)
  3.2% | -7.3&-3.2 | 0.3% | 3.5 | -0.4% | -2.8% | 5.3 | -0.1 | -14.1%
41	Cc1cc(C(=O)OC(C)C(=O)Nc2ccccc2)c(C)n1C1CC1 (centres undefined)
  10.5% | -2.4 | 5.2% | -4.1 | -1.1% | 4.4% | -3.6 | -2.0 | -4.8%
42	C[N+](C)(C)CC(=O)O
  4.5% | 9.9&-11.8 | -6.8% | 39.9 | -1.5%&-4.9% | 0.7% | 0.8 | 0.6 | -7.7%
43	COc1cccc(C2(O)CCN(Cc3ccncc3)CC2)c1
  0.8% | -14.1 | -8.6% | -62.1* | 1.3% | 7.7% | -1.8 | -2.6 | -10.9%
44	CC(c1nc2ccccc2c(=O)[nH]1)N(C)CCOc1ccc(Cl)cc1 (centres undefined)
  ? | 3.4 | 11.5% | 8.0 | 20.6% | -3.8% | 12.4 | 1.3 | -3.1%

An excerpt; count on the stated rates, not on these rows.
